# FEN1 inhibitor = qHTS Assay for the Inhibitors of Human Flap endonuclease 1 (FEN1). P39748. Recombinant FEN1 flap cleavage, fluorescence, 15 min. Potency, µM (highest dose often 114 µM), inactives show at the highest dose activity change, negative = inhibition, most hits filed as inhibitors. 390,000 compounds, 0.35% hits. AID 588795, 2011; note: nearly all actives have a fitted effect of over 65% in size
# Target sequence (P39748 whole entry, looked up): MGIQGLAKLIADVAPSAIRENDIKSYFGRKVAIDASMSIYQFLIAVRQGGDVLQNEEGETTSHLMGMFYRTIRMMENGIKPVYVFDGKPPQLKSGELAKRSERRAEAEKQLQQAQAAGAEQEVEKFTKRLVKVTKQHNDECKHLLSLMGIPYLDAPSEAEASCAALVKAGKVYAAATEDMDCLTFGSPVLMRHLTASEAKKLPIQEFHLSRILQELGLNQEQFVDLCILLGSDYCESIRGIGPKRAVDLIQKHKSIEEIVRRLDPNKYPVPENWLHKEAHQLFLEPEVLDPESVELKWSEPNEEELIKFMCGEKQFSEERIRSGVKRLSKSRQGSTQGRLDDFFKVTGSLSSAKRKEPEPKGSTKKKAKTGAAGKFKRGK
#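 Concentration–response screening of FEN1 (10 nM): 15 min compound preincubation at room temperature, reaction started with 50 nM substrate and read at 0 and 15 min. Corrected, normalized data were fitted by a four-parameter Hill equation.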
# TDP1 cell CPT = qHTS for Inhibitors of human tyrosyl-DNA phosphodiesterase 1 (TDP1): qHTS in cells in presence of CPT. chicken DT40 Tdp1-/-;hTDP1 cells + 20 nM CPT, ATP luminescence, 48 h. 420,000 compounds, 12% hits. Potency, µM (doses to about 46.2 µM), without a hit: at the top dose activity change, negative = growth inhibition, most hits filed as inhibitors. AID 686979, 2013; note: nearly all actives have a fitted effect of over 55% in size
#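 Chicken DT40 Tdp1-/- cells stably complemented with human TDP1 were seeded at 400 cells/well in medium containing 20 nM camptothecin, exposed to pin-transferred compounds, and grown at 37 °C for at least 48 hr. Viability was read as ATP luminescence.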
# N370S GC = qHTS Assay for Inhibitors and Activators of N370S glucocerebrosidase as a Potential Chaperone Treatment of Gaucher Disease | Lysosomal acid glucosylceramidase (Homo sapiens), P04062 | Potency, µM (series often up to 59.4 µM), without a hit: at the top dose activity change, negative = inhibition, hits mostly inhibitors | 330,000 compounds, 0.092% hits | N370S GC spleen homogenate, 4MU-glucoside fluorescence;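 note: 0% = full enzyme activity and -100% = no enzyme basal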
# An asterisk follows results filed as active; ? = inconclusive; / = no result given; [ ] = dose if it differs, or a comment. Calls come from the whole dose curve; as a rule, active = well fitted curve in the direction sought with a large enough effect; inconclusive = small, poorly fitted or top-dose-only effect, or another doubt; inactive = no such curve, though single readings can be large; an effect the other way counts as inactive or inconclusive. Unless noted, % is set by controls: 0 for no effect and ±100 for the full control effect; potency is the fitted concentration of half-maximal effect. Not all compounds are listed; the hit share may differ from the screen's.
entry	Compound	FEN1 inhibitor	TDP1 cell CPT	N370S GC
1	Cc1ccc(CCNc2nc3ccccc3c3nc(-c4ccccc4)nn23)cc1	3%	?	/
2	Fc1ccc2cc(-c3ccccc3F)ncc2c1	-21%	-6%	/
3	O=C1C2CC=C(Cl)CC2C(=O)N1CCc1c[nH]c2ccccc12 (stereo unspecified)	-14%	-6%	-6%
4	CN(Cc1ccccc1)S(=O)(=O)c1ccc(Cl)nc1	4%	3%	2%
5	Cc1ccc(CN(C(=O)COc2ccccc2[N+](=O)[O-])c2ccccn2)cc1	-14%	?	/
6	CNc1c(NS(=O)(=O)c2cc(OC)ccc2OC)c(=O)oc2ccccc12	4%	-4%	-19%
7	Cn1ccnc1SCC(=O)c1c[nH]c2ccccc12	-2%	-21%	0%
8	CCN(C(=O)CSc1nnnn1C)c1c(N)n(Cc2ccccc2)c(=O)[nH]c1=O	0%	0%	-5%
9	CCCCCC[N+](C)(C)CCSSCC[N+](C)(C)CCCCCC	-18%	-7%	-21%
10	Cc1ccc(N2CCCCn3c2nc2c3c(=O)n(CC(=O)O)c(=O)n2C)cc1	3%	-10%	-1%
11	O=C(OCCN1CCCC1)C1(c2ccccc2)CCCC1	-5%	-24%	-10%
12	O=[N+]([O-])c1ccc(N=NNc2ccc([N+](=O)[O-])cc2)cc1	1%	-12%	/
13	O=C1CCCc2c1oc1c2CCCC1	-15%	16%	/
14	Cc1ccc(CNS(=O)(=O)CCNC(=O)c2ccc3c(c2)OCO3)cc1	2%	10%	5%
15	c1cnc2nc(-c3ccc4c(c3)OCO4)cn2c1	4%	-13%	-4%
16	Cc1cc(/C=N/O)c(C)n1-c1cccc(Cl)c1	-4%	-22%	3%
17	CC(C)Oc1ccccc1C1NC(=O)CCC1[N+](=O)[O-] (stereo unspecified)	-11%	-1%	-19%
18	Cc1ccc(N2CC(NC(=O)C3CCCC3)CC2=O)cc1 (stereo unspecified)	17%	-18%	/
19	O=C1C=C(NCc2ccc(Cl)cc2)CCC1	5%	-22%	4%
20	CN(C)C(=O)COc1ccccc1C(=O)OCC(=O)Nc1ccc(Oc2ccc(Br)cc2)cc1	-17%	?	/
21	COc1cc(C(=O)NCCc2csc3nc(-c4ccccc4C)nn23)cc(OC)c1OC	9%	?	/
22	CC(CCc1ccccc1)NC(=O)COC(=O)c1cccs1 (stereo unspecified)	-5%	16%	2%
23	CCOC(=O)c1c(C)c(C(=O)N2CCN(C(=O)c3ccco3)CC2)c(C)n1C	-3%	-2%	-14%
24	O=C(COc1cccc2c1CCNC2=O)Nc1ccc(F)cc1	3%	?	-2%
25	O=C(Cc1cccs1)Nc1nnc(-c2ccccc2)s1	-1%	0%	-2%
26	COc1cccc(NC(=O)Nc2cccc(C(=O)O)c2)c1	-1%	-1%	-16%
27	CCN(CC)N=Nc1[nH]nc2nc(C)cc(C)c12	-8%	?	0%
28	NS(=O)(=O)c1ccc(NC(=O)C2Cc3ccccc3C(=O)O2)cc1 (stereo unspecified)	20%	-19%	-4%
29	Cc1nc(=O)c(-c2ccccc2)c(C)n1-c1ccc(O)cc1	-12%	-1%	1%
30	Cc1[nH]c2ccccc2c1C(=O)CSC(=S)N1CCOCC1	2%	-13%	9%
31	O=C(Nc1ccc(Oc2cccc3ccccc23)cc1)c1ccco1	-13%	?	?
32	Cc1ccccc1C(=O)N1CCc2cc(-c3csc(NC(=O)CN4CCCC4)n3)ccc21	-11%	?	-13%
33	COc1ccc(Nc2ccc(N3C(=O)CCCC3=O)cc2[N+](=O)[O-])c(OC)c1	-9%	-9%	-6%
34	Nc1cc(Nc2ccccc2)c2nonc2c1[N+](=O)[O-]	-12%	-19%	-2%
35	O=C(O)CC1S/C(=N\N=C2\C(=O)Nc3ccccc32)N(c2ccc(O)cc2)C1=O (stereo unspecified)	13%	-10%	-9%
36	CCc1cc(=O)oc2cc(OCC=C(C)C)ccc12	-2%	-13%	26%
37	O=C(NC1CCCCC1)/C(=C/c1ccc(Cl)cc1)NC(=O)c1ccccc1	1%	?	/
38	Cc1ccc(-c2nc3n(n2)C(c2ccccc2Cl)C=C(c2ccc(Cl)cc2)N3)cc1 (stereo unspecified)	1%	?	/
39	COc1cccc(Nc2nc(Nc3ccc(Cl)c(C(=O)O)c3)nc(C)c2[N+](=O)[O-])c1	?	-23%	/
40	CCn1nccc1C(=O)Nc1nccs1	1%	4%	6%
41	COc1cc2c(cc1OC)C(COc1ccc(F)cc1)N(C(=O)Cc1ccc(F)cc1)CC2 (stereo unspecified)	2%	26µM*	/
42	O=C(CN1C(=O)/C(=C2/SC(=S)N(CCS(=O)(=O)O)C2=O)c2ccccc21)Nc1cccc(Br)c1	?	5%	/
43	O=c1cc(CN2CCN(C/C=C/c3ccccc3)CC2)c2cc(O)ccc2o1	-8%	?	-11%
44	Cc1ccc(CN2C(=O)C[C@@H](NC(=O)OCC3c4ccccc4-c4ccccc43)C/C=C\C2c2ccc(C)cc2)cc1 (stereo partly specified)	12%	?	/
45	CCOC(=O)CSc1nc2ccccc2c(=O)n1CCCCCC(=O)NCc1ccco1	7%	?	8%
46	Cc1cccc(NC(=O)CCC(=O)OCC(=O)c2ccc(Oc3ccc([N+](=O)[O-])cc3)cc2)c1	-18%	21µM*	1%
47	COC(=O)c1ccc(Cn2nc(C)c(Cl)c2C)o1	-4%	-10%	10%
48	CCOc1ccc(NC(=O)CN(C)C(=O)c2ccc(COc3ccccc3)cc2)cc1OCC	-15%	?	/
49	COc1ccc(C(CNC(=O)COc2cc(C)cc(C)c2)N2CCOCC2)cc1 (stereo unspecified)	-9%	?	/
50	O=C(CC1Sc2ccccc2NC1=O)NNc1cc(Cl)ccc1Cl (stereo unspecified)	3%	4%	/
51	N=C1C(c2nc(-c3ccc(F)cc3)cs2)=C(O)CN1Cc1ccc(Cl)cc1	8%	-7%	8%
52	Cc1ccc(NC(=O)COC(=O)c2ccccc2OCC(=O)N(C)C)cc1	14%	?	/
53	Cn1ncc(N2CCN(C(=O)c3ccc(Cl)cc3)CC2)c(Cl)c1=O	5%	-6%	5%
54	O=C(Nc1cccc(F)c1)c1ccc(-c2ccccc2Cl)o1	6%	?	8%
55	CCN(C[C@H]1N[C@@](Cc2ccccc2)(C(=O)OC)[C@H]2C(=O)N(Cc3ccccc3)C(=O)[C@@H]12)C(C)=O	13%	8%	/
56	COc1ccc(NC(=O)c2cc3c(=O)n4ccccc4nc3n2C)cc1OC	12%	?	4%
57	Cc1cc(NC(=O)CSc2cn(CC(=O)N(C(C)C)C(C)C)c3ccccc23)no1	4%	-29%	0%
58	Cc1cccc(NC(=S)NCc2ccc(F)cc2)c1C	-2%	-4%	2%
59	O=C(Nc1cc(Cl)ccc1Cl)c1cc(-c2ccco2)on1	8%	0%	-11%
60	C=CCOCC(O)Cn1c(N2CCCC2)nc2c1c(=O)[nH]c(=O)n2C (stereo unspecified)	16%	4%	3%

# Following part.
entry	Compound	FEN1 inhibitor	TDP1 cell CPT	N370S GC
61	Fc1ccc(/C=N/Nc2nc(-c3cccnc3)nc3ccccc23)cc1	-7%	21µM*	?
62	COc1ccc(NC(=O)Cn2c(=O)n(-c3ccc(C)c(C)c3)c(=O)c3c(C)c(C)sc32)cc1	27%	-28%	/
63	COc1cc(C2SCC(=O)N2c2nnc(C34CC5CC(CC(C5)C3)C4)s2)cc(OC)c1OC (stereo unspecified)	-6%	18µM*	-8%
64	O=C1/C(=C\c2ccc(C(F)(F)F)cc2)CSc2sccc21	-18%	-1%	7%
65	Cc1ccc(S(=O)(=O)N2CCC(NC(=O)c3cccc(C)c3)CC2)cc1	9%	1%	-2%
66	O=C(Cc1cccc2ccccc12)NCCC1=CCCCC1	-4%	-29%	10%
67	NS(=O)(=O)c1ccc(N2N=C(c3ccccc3)CC2c2cccc(F)c2)cc1 (stereo unspecified)	-7%	?	10%
68	CCCSc1nnc(-c2cnn(-c3ccccc3)c2-n2cccc2)n1C	4%	18µM*	/
69	Cc1cnc2c(c1SCC(=O)NCc1ccccc1Cl)c(=O)n(C)c(=O)n2C	17%	-14%	/
70	NC(=O)c1cc(NC(=O)CCc2nc3ccccc3s2)cc(C(N)=O)c1	-1%	19%	-7%
71	CC(C)N(C(=O)CSc1ccc(S(=O)(=O)N2CCCCC2)cn1)C(C)C	3%	16µM*	/
72	O=C(COC(=O)/C=C/c1ccc(S(=O)(=O)N2CCc3ccccc32)cc1)NC1CCS(=O)(=O)C1 (stereo unspecified)	-8%	-21%	-18%
73	CCOc1ccc(C(C(=O)NCC2CCCO2)N(CCc2cccc(C)c2)C(=O)c2snc(C(N)=O)c2N)cc1 (stereo unspecified)	1%	?	-8%
74	COc1ccc(Nc2cccccc2=O)cc1	-10%	?	-2%
75	CCC/C=N/NC(=O)c1ccccc1O	12%	23%	1%
76	O=C(NCc1ccc(F)cc1)c1ccc(CSCc2cccc(Cl)c2)o1	-19%	?	/
77	CC(C)Oc1ccc(S(=O)(=O)N2CCCCC2)cc1NC(=O)C1CCCC1	-20%	?	/
78	O=C(O)C1C(c2ccccc2)c2ccccc2C(O)C1CO (stereo unspecified)	-5%	-4%	/
79	COc1ccc(C)cc1NC(=O)c1ccc2c(Cl)c3c(nc2c1)CCC3	7%	-1%	/
80	Cc1ccc(-c2nc(CS(=O)(=O)CC(=O)NCCCN(Cc3ccccc3)C(C)C)c(C)o2)cc1	-6%	?	2%
81	Cc1cc(Br)ccc1NC(=O)c1ccco1	4%	-27%	0%
82	O=c1oc2ccccc2c(N2CCCC2)c1[N+](=O)[O-]	15%	-18%	-5%
83	Cn1c(CNc2ccc(Br)cc2)nc2ccccc21	6%	-13%	-2%
84	CCC(CC)NC(=O)c1cc(OC)c(OC)c(OC)c1	1%	-1%	-3%
85	Cn1c(=O)c2c(ncn2CC(=O)NC2CCCCC2)n(C)c1=O	21%	?	0%
86	CC(=O)Nc1ccc(NC(=O)c2ccc3c(c2)CCN3S(=O)(=O)c2ccc(Cl)cc2)cc1	13%	?	/
87	COc1ccc(-c2ccc(NS(=O)(=O)c3ccc([N+](=O)[O-])cc3)cc2)nn1	17%	0%	-15%
88	COc1cc(/C=N/NC(=O)CNC(=O)c2ccncc2)ccc1OC(C)=O	-5%	11%	0%
89	C[C@H]([C@@H](N)C(=O)N[C@@H](C(=O)O)[C@@H]1O[C@H](n2ccc(=O)[nH]c2=O)[C@@H](O)[C@H]1O)[C@@H](O)c1ccc(O)cn1	0%	-4%	9%
90	Cc1cc(NC(=O)c2ccccc2)n(C)n1	-4%	-2%	3%
91	COc1ccc(CCN2CNc3c(c(=O)n(C)c(=O)n3C)C2)cc1	-5%	?	4%
92	O=C(COC(=O)c1cccc(S(=O)(=O)NCc2ccccc2)c1)c1ccccc1	-17%	-4%	1%
93	COCCNC(=O)CN1C(=O)COc2ccc(S(=O)(=O)N3CCOCC3)cc21	3%	-26%	/
94	CC(=O)NCCNc1nc(-c2ccc(C(=O)N(C)C)cc2)nc2ccccc12	/	?	-7%
95	CC1CCC(N2CCN(c3ccc([N+](=O)[O-])cc3)CC2)CC1 (stereo unspecified)	12%	?	-32%
96	Cc1c(S(=O)(=O)NCc2ccccc2)c(=O)n(C)c(=O)n1C	3%	15%	-3%
97	CCOCCCNC(=O)c1cc(-c2cccnc2)nc2ccc(S(=O)(=O)N3CCC(C)CC3)cc12	23%	19%	-15%
98	CN(Cc1ccc(Cl)cc1)C(=O)CNC(=O)C12CC3CC(CC(C3)C1)C2	-8%	18µM*	/
99	c1cc(CNC2C3CC4CC(C3)CC2C4)ccn1 (stereo unspecified)	39%[activator]	-23%	-3%
100	CN(C)C(CNC(=O)c1ccc2ccccc2c1)c1ccco1 (stereo unspecified)	-9%	?	1%
101	CC(c1nnc(SCC(=O)Nc2cccnc2Cl)n1Cc1ccccc1)N(C)C (stereo unspecified)	-2%	13%	3%
102	CCN1C(=O)[C@H]2[C@H]3CN=C(SC)N3[C@@](CC)(C(=O)OC)[C@H]2C1=O	-2%	-20%	/
103	O=C(NCc1ccco1)c1cc([N+](=O)[O-])cc([N+](=O)[O-])c1	1%	?	3%

# Structures shown so far with a thiophene ring, fused or not, in the order listed:
entry	Compound	FEN1 inhibitor	TDP1 cell CPT	N370S GC
22	CC(CCc1ccccc1)NC(=O)COC(=O)c1cccs1 (stereo unspecified)	-5%	16%	2%
25	O=C(Cc1cccs1)Nc1nnc(-c2ccccc2)s1	-1%	0%	-2%
62	COc1ccc(NC(=O)Cn2c(=O)n(-c3ccc(C)c(C)c3)c(=O)c3c(C)c(C)sc32)cc1	27%	-28%	/
64	O=C1/C(=C\c2ccc(C(F)(F)F)cc2)CSc2sccc21	-18%	-1%	7%
